High-throughput results as filed in PubChem.
TNF necrop inh = blocks TNF-alpha induced death of Jurkat FADD-/- cells; activation (protection from cell death), % at 10 µM; AID 463075; Jurkat FADD-/- TNF necroptosis rescue, ATP luminescence, 24 h; 0 = TNF only, 100 = no-TNF cells; 220,000 compounds, 0.068% hits;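 active means activation, meaning protection from cell death, of at least 50% relative to plate controls; inactive means activation below 50%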;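 further: necroptosis triggered by 40 ng/mL TNF-alpha added together with compound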
TRPN1 ag = agonists of zebrafish TRPN1 channel; HEK293 zebrafish TRPN1-YFP, Fluo-8 calcium fluorescence; 100% = response to 87 µM carbachol; activation, % at 3 µM; 220,000 compounds, 0.18% hits; AID 1424;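 active means activation above its plate's cutoff, the mean activation of test wells on that plate plus 3 SD, cut at about 19% in these data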;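 further: 0% = DMSO alone and 100% = 87 µM carbachol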
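Material – zebrafish TRPN1-YFP in HEK293 cells · Doses – 3 µM single point · Schedule – dye 1 h 37 °C plus 30 min RT · Signal – Fluo-8 calcium fluorescence, excitation 470-495 nm, emission 515-575 nm · Read-out – % activation versus carbachol response · Control set – carbachol high, DMSO low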
EBV gp42 block = EBV gp42 inhibition; Q1HVG2; Fluorescence polarization binding assay, mP read-out; inhibition, % (tested at 21.74 µM); 220,000 compounds, 0.42% hits; AID 1085; in the data active means inhibition above about 50%
Target sequence (Q1HVG2 whole entry, looked up): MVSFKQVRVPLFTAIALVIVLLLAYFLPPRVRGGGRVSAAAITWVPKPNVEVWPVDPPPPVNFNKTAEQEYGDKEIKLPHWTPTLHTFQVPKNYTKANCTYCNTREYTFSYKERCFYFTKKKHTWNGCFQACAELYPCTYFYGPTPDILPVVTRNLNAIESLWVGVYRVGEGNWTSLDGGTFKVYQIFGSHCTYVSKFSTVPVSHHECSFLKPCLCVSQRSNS
Mdm2 ligase inh = blocks human Mdm2 ubiquitin ligase activity; AID 1230; 210,000 compounds, 0.11% hits; signal enhancement, % at 5 µM; cell-based MDM2 ubiquitination luciferase reporter, 2 h; 0 = plate control, 100 = twice control, blank-subtracted;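 active means signal enhancement of 30% or more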;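 further: luminescence tracks abundance of the self-degrading MDM2-luciferase fusion protein; higher signal means inhibition of MDM2 E3 ligase activity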
Target sequence (Q00987 whole entry, looked up, the tested form may be a part): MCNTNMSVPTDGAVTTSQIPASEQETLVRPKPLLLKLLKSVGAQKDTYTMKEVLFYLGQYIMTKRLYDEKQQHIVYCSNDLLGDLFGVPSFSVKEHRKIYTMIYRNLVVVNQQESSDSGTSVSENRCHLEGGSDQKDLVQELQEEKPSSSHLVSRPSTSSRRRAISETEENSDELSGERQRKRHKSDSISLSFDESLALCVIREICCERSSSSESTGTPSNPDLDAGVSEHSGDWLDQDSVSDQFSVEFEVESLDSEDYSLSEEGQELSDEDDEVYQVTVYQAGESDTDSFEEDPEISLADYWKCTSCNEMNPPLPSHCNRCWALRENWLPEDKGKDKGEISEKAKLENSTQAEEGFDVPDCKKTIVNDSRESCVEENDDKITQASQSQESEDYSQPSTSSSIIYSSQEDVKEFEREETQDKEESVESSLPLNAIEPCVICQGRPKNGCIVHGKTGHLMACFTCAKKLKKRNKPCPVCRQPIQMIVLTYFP
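system = mammalian cells stably expressing self-ubiquitinating, self-degrading MDM2 E3–luciferase fusion | quantity = 2000 cells per well seeded | incubation = 4 h cell settling then 2 h compound exposure, 37 °C | signal = SteadyLite luminescence, 15 min reagent step | benchmarks = plate control and blank wells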
Runt-SMMHC FRET = blocks binding of human RUNX1 Runt domain to CBFb-SMMHC | Cerulean-Runt/Venus-CBFb-SMMHC FRET ratio 530/480, 1 h | inhibition, % at 20 µM | AID 1434 | 220,000 compounds, 0.74% hits | Q01196+Q13951;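 active means mean inhibition across duplicate retests at 20 µM reaching about 50%, limit read from the data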;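 further: 0% = DMSO wells and 100% = wells with excess untagged CBFb-SMMHC; inhibitors lower the FRET ratio by blocking Runt binding to CBFb-SMMHC; some results filed as inactive read as strong as hits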
CHOP inhibitor = inhibitors of CHOP induction in ER stress response; CHO-K1 CHOP-promoter luciferase, tunicamycin-induced, 15-18 h; 220,000 compounds, 3.8% hits; inhibition, % at 10 µM; AID 2732;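 active means compounds that reduced the stress-induced luciferase reporter signal by more than about 70% of percent inhibition, limit read from the data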;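 further: 0% = tunicamycin plus vehicle and 100% = wells without tunicamycin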
NCF1 inh = p47phox (human) inhibition; inhibition, % at 24.7 µM; 220,000 compounds, 0.53% hits; p47phox/p22phox peptide binding, fluorescence polarization, 2 h;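 active means inhibition above about 30%, limit read from the data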;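 further: 0% = p47phox with labelled peptide and 100% = labelled peptide alone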
Target sequence (P14598 whole entry, looked up): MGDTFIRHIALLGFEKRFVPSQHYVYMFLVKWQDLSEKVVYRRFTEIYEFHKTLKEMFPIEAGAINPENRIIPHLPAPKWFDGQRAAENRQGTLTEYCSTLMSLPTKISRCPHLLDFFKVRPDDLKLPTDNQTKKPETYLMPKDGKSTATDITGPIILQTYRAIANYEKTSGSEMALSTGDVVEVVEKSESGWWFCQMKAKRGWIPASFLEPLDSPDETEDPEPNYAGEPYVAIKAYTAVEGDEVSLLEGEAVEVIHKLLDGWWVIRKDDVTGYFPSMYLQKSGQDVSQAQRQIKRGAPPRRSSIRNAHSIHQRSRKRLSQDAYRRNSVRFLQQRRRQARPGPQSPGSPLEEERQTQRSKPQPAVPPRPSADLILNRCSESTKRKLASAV
PPC-1+TRAIL kill = compounds killing PPC-1 cancer cells with TRAIL present (potentiator screen, no TRAIL-free arm); PPC-1 cells + TRAIL, ATPLite viability luminescence; cell killing (% activity), % at 4 µM; 220,000 compounds, 0.41% hits; AID 1443;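 active means cell killing above 50% in the first pass at 4 µM, then a duplicate retest at 5 µM averaging 50% or more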;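 further: plate controls were cells with TRAIL plus DMSO for no effect and medium-only wells lacking cells for full effect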
TRPML3 agonist = agonists of human TRPML3 channel; AID 1448; activation, % at 3 µM; 220,000 compounds, 0.29% hits; HEK293 TRPML3-YFP, Fluo-8 calcium fluorescence; 100% = the carbachol control signal;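 active means activation above its plate's cutoff, the mean activation of the plate's test wells plus 3 SD, cut at about 12% in these data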;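 further: 0% = DMSO only wells and 100% = carbachol wells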
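Test system – HEK293 line with stable expression of human TRPML3-YFP channel · Control set – carbachol 87 µM final as high control (100%), DMSO as low control (0%) · Signal – Fluo-8 calcium dye fluorescence, ex 470-495, em 515-575 nm · Incubation – 1-h 37 °C dye load, 5-s basal, 120-s post-compound reads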
Starred values were filed as active, the others as inactive; · = no result given.

SMILES	TNF necrop inh	TRPN1 ag	EBV gp42 block	Mdm2 ligase inh	Runt-SMMHC FRET	CHOP inhibitor	NCF1 inh	PPC-1+TRAIL kill	TRPML3 agonist
Cc1ccc(Nc2nc(-c3c(C)n(C)n(-c4ccccc4)c3=O)c(C)s2)cc1	-6.2	-1.5	-4	-7	2	41	-15	19	0.0
CCOc1ccc(N=c2scc(-c3ccc(OC)cc3)n2CCO)cc1	-2.7	3.7	-12	-15	2	45	9	3	2.0
Cc1ccc(-c2nnc(N3CCN(C(=O)CSc4ncn[nH]4)CC3)c3ccccc23)cc1	-9.2	-2.1	-14	-8	-3	21	-2	1	-0.6
COC(=O)c1cccc(Oc2nc3c(c(=O)n(C)c(=O)n3C)n2C(C)C)c1	-2.3	0.9	-13	-12	0	52	-17	16	0.2
CCC(Sc1nncn1C)C(=O)Nc1nnc(-c2ccccc2Cl)s1 (centres undefined)	-1.0	1.4	-17	-4	0	17	-21	22	0.2
Cc1nn(-c2ccccc2)c(Cl)c1C(=O)Nc1nnc(C2CCCC2)s1	3.1	-0.1	-5	-3	-9	80*	1	21	1.6
O=C(Nc1cccc(O)c1)C(Cc1ccccc1)N1C(=O)c2cccc3cccc(c23)C1=O (centres undefined)	0.2	1.0	-21	·	-6	109*	-2	6	0.1
Cc1n[nH]c(=S)n(/N=C/c2ccccn2)c1=O	1.2	1.6	0	-7	0	-19	-10	14	0.6
CCOc1ccc(N2C(=O)c3ccccc3C2=O)cc1	0.0	-0.6	-11	-15	-1	24	-9	-1	0.1
O=[N+]([O-])c1ccc2c(c1)N([O-])C1(CCCCC1)[N+]2=O	-8.1	1.9	-13	-10	73*	95*	12	40	0.3
O=c1c2c(nc3cc(-c4ccccc4)[nH]n13)CCC2	-2.0	0.6	·	-28	2	·	·	37	0.3
O=C1C2C3C=CC(CO)(O3)C2C(=O)N1c1ccccc1-c1ccccc1 (centres undefined)	0.8	2.7	-22	-10	68*	·	1	3	4.0
NC(=O)c1ccc(NC(=O)C2CC2)cc1	0.1	0.5	-5	-15	4	4	-5	-10	0.9
CSc1nnc(NC(=O)c2ccc(S(=O)(=O)N(C)C)cc2)s1	-0.4	1.8	-8	-25	-1	-18	·	21	0.7
CCCCC(=O)Nc1nnc(-c2ccc(OC)cc2)s1	1.9	-0.6	-21	0	-3	15	-9	32	-0.1
O=C(C1=C[C@H](C2CCCCC2)C[C@H](OCc2ccc(CO)cc2)O1)N1CCN(Cc2ccc3c(c2)OCO3)CC1	-0.7	-1.4	1	·	-1	15	·	6	0.2
CCOc1ccc(S(=O)(=O)n2ccnc2)c2ccccc12	0.9	·	-12	-9	2	4	-15	5	·
COC(=O)C1=NNC2C(=O)N(c3ccc(C)cc3)C(=O)C12 (centres undefined)	0.2	-0.2	-9	-2	-3	1	5	14	0.3
CCC(C)c1ccc(NC(=S)NCc2cccs2)cc1 (centres undefined)	-3.8	-0.2	-17	-7	2	57	-17	19	-0.1
CCOC(=O)CSc1nnc(CSc2nc(C)cc(C)n2)n1Cc1ccco1	-1.3	-0.7	6	8	9	-18	1	24	0.5
C=CCn1c(-c2cccc(OCC)c2)n[nH]c1=S	-0.9	1.3	-23	-4	4	7	4	13	0.4
COc1ccc(Cn2c(=O)c3[nH]cnc3n(-c3ccc(C)cc3)c2=O)cc1	-1.1	4.8	2	-8	-6	0	7	-16	1.3
CCN(Cc1ccccc1)C(=O)CSc1nc(C)cc(C)c1C#N	-0.3	-0.7	-20	-12	0	45	-5	18	-0.2
CCC(=O)c1cn(CC(=O)NCc2ccco2)c2ccccc12	0.9	1.4	-9	3	-4	-39	-21	16	-0.2
CC(C)(C)c1nnc(NC(=O)C2CCN(c3ncccn3)CC2)s1	-1.5	1.6	-22	-17	-1	27	-7	17	0.1
O=C(NC1CCCCC1)C(c1cccnc1)N(C(=O)c1csnn1)C1CCCC1 (centres undefined)	-1.2	0.8	-16	-6	4	-7	-25	17	0.6
CCOCCn1c(SC(C)C(C)=O)nc2c1c(=O)[nH]c(=O)n2C (centres undefined)	1.0	0.7	-12	-9	-1	-3	-15	10	0.7
Cc1cccc(C)c1NC(=O)CCCSc1nnnn1C	-3.4	1.0	-6	-7	3	-12	-5	11	0.5
COc1ccc(C(=O)NC(=S)N(CCC(C)C)c2c(N)n(Cc3ccccc3)c(=O)[nH]c2=O)cc1	0.9	0.1	29	-12	5	17	-2	7	0.0
CCCc1nc2ccccc2c(NC(=O)CN(CC)CC)c1CC	1.2	-0.8	-7	1	-5	-6	3	5	0.2
CCNc1nc(NCC)n2c(SC(C)C(=O)c3ccc(C)cc3)nnc2n1 (centres undefined)	-4.4	-0.4	-13	-13	-3	0	-9	-7	-0.3
CN(C)S(=O)(=O)c1cccc(NC(=S)NC(=O)C2CCCCC2)c1	1.6	2.5	0	-12	3	-43	-5	22	0.2
COc1cc(OC)nc(Oc2cc(/C=N/O)ccc2OC)n1	-7.0	-0.3	0	-8	2	-6	-10	23	0.0
COc1cc(CN2CCN(Cc3ccc(C)cc3)C(CCO)C2)cc(OC)c1O (centres undefined)	-0.4	0.7	-13	-11	5	18	3	-9	-0.1
CCC(=O)N1N=C(c2ccc(NS(C)(=O)=O)cc2)CC1c1ccc(C)cc1 (centres undefined)	4.7	1.4	-3	-9	1	23	-4	-14	0.8
NC(=O)c1ccsc1NC(=O)COC(=O)/C=C/c1ccc([N+](=O)[O-])cc1	2.9	6.7	2	-7	-4	13	-8	-9	3.1
CCN(C(=O)c1cn(C)c(=O)c2cc(OC)c(OC)cc12)c1cc(C)ccc1C	1.1	-0.5	-20	-3	-4	11	-4	18	0.3
CN(C)/C=C1/C(=O)Nc2ccccc21	-0.6	-0.4	-7	-20	0	19	-9	18	-0.1
O=C(OCC(=O)N1CCc2ccccc21)c1nc(Cl)ccc1Cl	0.4	0.2	1	-14	1	-3	-11	-9	-1.4
O=C(CCS(=O)(=O)c1ccc(Br)cc1)N1CCN(c2ccccc2)CC1	-0.1	1.0	2	-15	-1	22	-9	-10	-0.6
COc1ccc(/C=C/C(=O)NCCC(=O)N2CCCN(C)CC2)cc1	-0.1	1.3	-46	-9	-1	21	-5	14	0.5
CC1CCCCN1CCNC(=O)c1cc2c(-c3ccccc3F)nn(C)c2s1 (centres undefined)	0.7	0.3	-17	-17	2	43	-14	5	0.8
CCOC(=O)N1CCN(CCC(=O)Nc2ccc(C)c(Br)c2)CC1	0.7	0.1	4	-3	0	0	-12	21	0.4
CCOC(=O)CNC(=O)CSc1nc(-c2cccc(C)c2)ns1	0.5	-0.1	-2	2	-11	1	2	12	0.6
C(=C\c1ccncc1)/c1ccncc1	-3.9	1.2	-4	-9	2	12	-11	-10	0.7
Cc1cccn2c(=O)c3cc(C(=O)NCC4CCCO4)c(=N)n(Cc4cccnc4)c3nc12 (centres undefined)	0.5	0.7	6	-19	57*	29	1	5	0.4
O=C(Nc1ccccn1)c1cccs1	-0.5	-0.7	-9	-3	-9	-30	2	17	1.6
FC(F)(F)c1cnc(/C=C/Nc2ccccc2Cl)c(Cl)c1	-2.7	1.2	-14	-20	10	28	-14	0	0.6
CCn1c(-c2cc(C3CC3)nc3ccccc23)n[nH]c1=S	16	-0.8	-8	-6	8	10	9	29	-0.3
COc1ccc(NS(=O)(=O)c2ccc(NC(=S)NC(=O)/C=C/c3ccccc3)cc2)nn1	11	0.1	3	-10	-4	-5	-24	15	0.2
Cc1ccc(-n2nc3c(c2NC(=O)c2ccc4c(c2)OCO4)CSC3)cc1	-2.1	0.9	-4	-13	6	51	-4	21	0.2
O=C(NCC1CCCO1)c1sc2cc(Cl)ccc2c1Cl (centres undefined)	0.7	-0.2	-25	-21	-5	-22	-11	29	-0.3
O=C1CC(c2ccccc2)CN1Cc1ccccc1 (centres undefined)	-3.0	0.4	-7	-16	0	20	4	10	0.1
CC1CCc2cccc3c2N1c1cc(C#N)c(C#N)cc1O3 (centres undefined)	-2.8	-0.5	116*	-5	-271	29	-12	-10	-0.1
COc1ccccc1C1NC(c2ccccc2OC)C(C)C(=O)C1C (centres undefined)	1.5	-1.8	-18	-11	-2	5	-6	-7	-0.4
O=C1CC(c2ccco2)CC(O)=C1C=NCCO (centres undefined)	-11	1.5	-70	-12	-5	15	-5	14	0.7
O=C(CSC1=NCCS1)N1CCc2ccccc21	2.4	-1.1	1	-8	0	36	-13	-6	0.8
COC(=O)Cn1cc(/C=N/NC(=O)COc2cccc3cccnc23)c2ccccc21	2.7	0.8	-12	-9	-4	31	27	4	0.4
O=C(COC(=O)c1ccc(NS(=O)(=O)c2cccs2)cc1)Nc1nc2c(F)c(F)c(F)cc2s1	0.1	-0.7	-26	-8	-12	7	-125	7	-0.1
CC(NC(=O)Cn1nc(C(F)(F)F)c2c1CCC2)c1ccccc1 (centres undefined)	-0.3	-0.6	-17	-20	0	9	0	13	-0.7
(list continues)
SMILES	TNF necrop inh	TRPN1 ag	EBV gp42 block	Mdm2 ligase inh	Runt-SMMHC FRET	CHOP inhibitor	NCF1 inh	PPC-1+TRAIL kill	TRPML3 agonist
COc1ccc(CCNC(=O)CCC(=O)N2CCN(S(=O)(=O)c3ccc(Cl)cc3)CC2)cc1OC	-1.2	0.3	-21	-3	1	-22	0	-25	-0.3
O=C1CC(c2ccc(F)cc2)C2=C(CCCC2=O)N1 (centres undefined)	-3.9	0.2	-3	-16	2	-27	-1	27	-0.5
Cc1ccc(S(=O)(=O)NC(CC(=O)N2CCOCC2)c2ccco2)cc1 (centres undefined)	-0.1	-1.2	3	-7	6	2	2	16	1.1
CCN(CC)CCCOc1ccc(Cl)c(Cl)c1	4.2	3.1	27	-12	-2	14	3	17	1.3
O=C(Cc1ccccc1)N/N=C/c1ccc(Cl)cc1Cl	-3.0	-1.7	-24	-8	-6	-14	-8	23	0.4
CS(=O)(=O)N(CC(=O)NC1CCCC1)c1cccc(F)c1	0.3	2.3	-15	-20	12	-17	1	7	0.6

Full records, quoted from the list. Values in the order: TNF necrop inh	TRPN1 ag	EBV gp42 block	Mdm2 ligase inh	Runt-SMMHC FRET	CHOP inhibitor	NCF1 inh	PPC-1+TRAIL kill	TRPML3 agonist
Shown for `Cc1ccc(S(=O)(=O)NC(CC(=O)N2CCOCC2)c2ccco2)cc1` (centres undefined) = -0.1	-1.2	3	-7	6	2	2	16	1.1
Shown for `O=C1CC(c2ccc(F)cc2)C2=C(CCCC2=O)N1` (centres undefined) = -3.9	0.2	-3	-16	2	-27	-1	27	-0.5
Shown for `CCN(CC)CCCOc1ccc(Cl)c(Cl)c1` = 4.2	3.1	27	-12	-2	14	3	17	1.3
Shown for `O=C(Cc1ccccc1)N/N=C/c1ccc(Cl)cc1Cl` = -3.0	-1.7	-24	-8	-6	-14	-8	23	0.4
Shown for `COc1ccc(CCNC(=O)CCC(=O)N2CCN(S(=O)(=O)c3ccc(Cl)cc3)CC2)cc1OC` = -1.2	0.3	-21	-3	1	-22	0	-25	-0.3
